Bioassay records from PubChem BioAssay.
N370S GC mod – inhibits or activates N370S mutant glucocerebrosidase; P04062; N370S GC spleen homogenate, 4MU-glucoside fluorescence; Potency, µM (doses to about 59.4 µM), for inactives: top-dose activity change, negative = inhibition, usual class: inhibitors; actives 0.092% (n = 330,000); AID 2101;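 further: 0% = full enzyme activity and -100% = no enzyme basal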
FEN1 inhibitor – inhibitors of human flap endonuclease 1 | P39748 | Recombinant FEN1 flap cleavage, fluorescence, 15 min | Potency, µM (top dose mostly 114 µM), for inactives: at the top dose activity change, negative = inhibition, actives largely listed as inhibitors | actives 0.35% (n = 390,000) | AID 588795; further: nearly all actives have a fitted effect of over 65% in size
Target sequence (P39748 whole entry, looked up): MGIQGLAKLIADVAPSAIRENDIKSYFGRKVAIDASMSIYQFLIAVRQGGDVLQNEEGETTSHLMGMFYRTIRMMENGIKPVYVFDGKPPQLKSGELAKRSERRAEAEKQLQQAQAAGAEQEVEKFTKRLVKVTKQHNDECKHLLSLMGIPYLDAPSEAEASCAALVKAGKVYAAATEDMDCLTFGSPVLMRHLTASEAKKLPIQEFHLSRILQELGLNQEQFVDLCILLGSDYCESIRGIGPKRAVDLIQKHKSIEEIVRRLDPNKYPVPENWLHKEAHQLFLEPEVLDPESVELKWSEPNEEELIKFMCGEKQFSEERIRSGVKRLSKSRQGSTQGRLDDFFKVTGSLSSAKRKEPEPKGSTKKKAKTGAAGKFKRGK
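Steps: FEN1 (10 nM) dispensed; compound added by pin tool; 15 min at room temperature; substrate added to 50 nM final; reads at 0 min and 15 min; data normalized and fitted (four-parameter Hill).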
TDP1 cell CPT – growth inhibition of DT40 Tdp1-/-;hTDP1 cells with camptothecin (screen for TDP1 inhibitors). actives 12% (n = 420,000). chicken DT40 Tdp1-/-;hTDP1 cells + 20 nM CPT, ATP luminescence, 48 h. Potency, µM (highest dose often 46.2 µM), for inactives: at the highest dose activity change, negative = growth inhibition, actives largely listed as inhibitors; further: nearly all actives have a fitted effect of over 55% in size
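Cell growth measured by CellTiter-Glo luminescence after a minimum 48 h, 37 C compound exposure with 20 nM CPT in Tdp1-knockout DT40 cells stably expressing hTDP1, seeded 400/well; qHTS titration format.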
* marks the source's active call; other numbers are inactive results; ? = inconclusive; nt = no result given; & = joins results of further samples; [ ] = another dose, or the depositor's remark. The call rests on the fitted dose curve; in most records, active means well fitted curve in the direction sought with a large enough effect; inconclusive means small, poorly fitted or top-dose-only effect, or another doubt; inactive means no such curve, though single readings can be large; an effect the other way counts as inactive or inconclusive. Unless noted, on the % scale 0 is the no-effect control and ±100 the full control effect; potency means the concentration at half of the fitted maximal effect. An excerpt, so the mix of outcomes need not match the whole.

SMILES | N370S GC mod | FEN1 inhibitor | TDP1 cell CPT
CN(C)/C=C/C(=O)c1ccc(-c2ccc(Cl)cc2Cl)o1 | 0% | -6% | 2%
CCCCN(C(=O)NCCCCCCNC(=O)N(CCCC)C1CCS(=O)(=O)C1)C1CCS(=O)(=O)C1 (stereo unspecified) | 5% | 19% | 2%
CCOC(=O)Cn1c(=O)oc2cc(S(=O)(=O)NCCCc3ccccc3)ccc21 | -4% | 3% | -5%
Cc1ccnc(NS(=O)(=O)c2cccs2)c1 | 2% | 1% | -5%
COc1ccc(/C=C2/C(=O)N(c3cccc(F)c3)N=C2C)c(OC)c1 | -2% | -4% | -7%
Cc1cccc(N(C(=O)Cc2cccs2)C(C(=O)NC2CCCC2)c2ccsc2)c1 (stereo unspecified) | 18% | 13% | ?
COc1ccc(N2C(=NC(=O)C(C)Oc3ccccc3)SC3CS(=O)(=O)CC32)cc1 (stereo unspecified) | -7% | -2% | -2%
CC(=O)/C(=N/Nc1ccccc1Cl)Sc1nnc(C(O)c2ccccc2)n1-c1ccccc1 (stereo unspecified) | -2% | 1% | -11%
O=C(Nc1cccc(Cl)c1)C1CCN(c2nc3ccccc3nc2C(F)(F)F)CC1 | nt | -2% | ?
CC(CCn1cccn1)NC(=O)c1cc(COc2ccc(F)cc2Cl)on1 (stereo unspecified) | 10% | 4% | -21%
N/C(=N\OC(=O)Oc1ccccc1)c1ccc(Cl)cc1 | 5% | -2% | 0%
O=C(O)CC1(CC(=O)Nc2ccc(F)c(Cl)c2)CCCCC1 | -2% | 9% | -3%

No new results follow: entries from further up.
SMILES | N370S GC mod | FEN1 inhibitor | TDP1 cell CPT
CCCCN(C(=O)NCCCCCCNC(=O)N(CCCC)C1CCS(=O)(=O)C1)C1CCS(=O)(=O)C1 (stereo unspecified) | 5% | 19% | 2%
CCOC(=O)Cn1c(=O)oc2cc(S(=O)(=O)NCCCc3ccccc3)ccc21 | -4% | 3% | -5%

Continued.
SMILES | N370S GC mod | FEN1 inhibitor | TDP1 cell CPT
Cc1ccc(Oc2cnn(-c3ccccc3)c(=O)c2Br)cc1 | 10% | 9% | -24%
Cc1cccc(NC(=O)c2nc[nH]c2C(=O)N[C@@H](CC(C)C)C(=O)OC(C)(C)C)c1 | ? | ? | ?
COc1ccccc1OCc1ccc(C(=O)Nc2cc(OC)c(OC)c(OC)c2)o1 | 0% | 2% | ?
O=C(/C=C/c1c(F)cccc1Cl)Nc1ccncc1 | 6% | 0% | ?
COc1ccc(OCCn2c(=O)sc3ccccc32)cc1 | 5% | -9% | 1%
CCOC(=O)c1cnn(-c2ccccc2)c1NC(=O)CN1CCCCC1 | 2% | -10% | 14%
O=C(C1=C[C@H](c2ccc3c(c2)OCO3)C[C@H](OCCCCO)O1)N1CCN(Cc2ccccc2)CC1 | 5% | 21% | ?
O=C(C1CCN(C2CCN(CC3CC=CCC3)CC2)CC1)N1CCOCC1 (stereo unspecified) | 4% | -2% | -1%
COc1cccc(CNC(=O)N2CCN(c3ccccc3)CC2)c1 | -3% | 11% | 4%
Cc1cccc(NC(=O)C2CCCN2C(=O)OCC(C)C)c1 (stereo unspecified) | 1%[2.35 µM] | -9% | -12%
COc1cc(/C=C/C(=O)OCC(=O)N(C)CC(=O)Nc2ccc(F)cc2)ccc1OC(F)F | nt | -5% | 9%
O=C(NCCc1ccccc1)c1nc(CS(=O)(=O)c2ccc(Cl)cc2)no1 | -17% | -13% | ?

Profiles from above. Order of values: N370S GC mod, FEN1 inhibitor, TDP1 cell CPT
Cc1cccc(NC(=O)C2CCCN2C(=O)OCC(C)C)c1 (stereo unspecified) in the list: 1%[2.35 µM], -9%, -12%
CCOC(=O)c1cnn(-c2ccccc2)c1NC(=O)CN1CCCCC1 in the list: 2%, -10%, 14%
Cc1ccc(Oc2cnn(-c3ccccc3)c(=O)c2Br)cc1 in the list: 10%, 9%, -24%
COc1ccc(OCCn2c(=O)sc3ccccc32)cc1 in the list: 5%, -9%, 1%

Going on with the list.
SMILES | N370S GC mod | FEN1 inhibitor | TDP1 cell CPT
CN(C)S(=O)(=O)c1ccc(NC=C(C#N)C#N)cc1 | -20% | -3% | -1%
Cc1ccc(C(=O)CN(CCC(=O)O)S(=O)(=O)c2ccc([N+](=O)[O-])cc2)cc1 | 1% | 2% | -2%
c1ccc2sc(NC3=NCN(CC4CCCO4)CN3)nc2c1 (stereo unspecified) | -12% | -4% | 4%
Cc1c(C(=O)C(=O)N2CCN(C)CC2)c2ccccc2n1C | -2% | -1% | -7%
Cc1ccccc1-c1nnn(Cc2cccc(S(=O)(=O)N3CCOCC3)c2)n1 | nt | 1% | ?
Cc1c(C(=O)N2CCCCCC2)oc2ccccc12 | 3% | -19% | -23%
Cc1ccc([N+](=O)[O-])cc1NC(=O)CSc1nncc2ccccc12 | 0% | 16% | -17%
O=C1Cc2cc(NS(=O)(=O)c3ccc(F)cc3)cc3c2N1CCC3 | -7% | -6% | ?
O=C(O)CN(CCc1ccccc1)S(=O)(=O)c1ccccc1 | 2% | -1% | -18%
CCN(c1ccccc1)S(=O)(=O)c1ccc(C(=O)NCC(=O)Nc2ccc(F)c(F)c2F)cc1 | nt | 14% | 15µM*
COc1ccccc1CN1CC(C(=O)NCc2nccn2C)CCC1=O (stereo unspecified) | -16% | -1% | -5%
Cc1cc(C)c2nc(N3C(=O)C(O)=C(C(=O)c4ccco4)C3c3cccc(O)c3)sc2c1 (stereo unspecified) | nt | -31% | 3%
CC(CCc1ccccc1)NC(=O)C1CCN(S(=O)(=O)N2CCCCC2)CC1 (stereo unspecified) | 3% | -9% | ?
OC(CNCCc1ccc(C(F)(F)F)cc1)COc1ccc2ccccc2c1 (stereo unspecified) | 15% | -16% | ?
O=C1CN(C(=O)c2ccccc2)c2ccccc2N1 | 0% | -11% | -1%
Cn1c(=O)c2c(nc3n(-c4ccc(O)cc4)c(-c4ccc(Br)cc4)cn23)n(C)c1=O | nt | -5% | -11%
C=CCn1c(SCC(N)=O)nnc1-c1cnccn1 | 1% | 1% | -10%
Cc1ccc(C(=O)N2CCc3cc(CNC(=O)COc4ccccc4)ccc32)cc1 | nt | 11% | 13µM*
Cc1nn2c(C)c(C(=O)Nc3ccccc3)cnc2c1C#N | 1% | 1% | 6%
CCN(CC)S(=O)(=O)c1ccc2c(c1)N(CC(=O)N1CCN(c3ccc(Cl)cc3)CC1)C(=O)CO2 | nt | 17% | 16µM*
CCOC(=O)CN1NC2(CCCCC2)NC1=S | nt | -1% | -3%
COCCn1c(SCC(=O)N2CC(=O)Nc3ccccc32)nc2ccccc2c1=O | 3% | -4% | -7%
CCCc1ccc(S(=O)(=O)N2CCC(c3nnc(-c4cccc(C)c4)o3)CC2)cc1 | nt | 6% | 5.2µM*
O=C1NN=C(CSc2n[nH]c(=S)s2)CS1 | -2% | -3% | -17%
Cn1nccc1NC(=O)Nc1cccc(Cl)c1Cl | 7% | 5% | -7%
COc1ccccc1N(CC(=O)NCc1ccccc1)S(C)(=O)=O | -4% | 1% | 7%
C[C@H](NC(=O)c1ccc(C(C)(C)C)cc1)C(=O)N1CCC2(CC1)NCCc1[nH]cnc12 | -29% | -15% | ?
COC(=O)c1cccc(Cn2nnc3sc4c(c3c2=O)CCC(C(C)(C)C)C4)c1 (stereo unspecified) | nt | 11% | ?
Cc1ccc(NC(=O)CSc2nc3c(c(=O)[nH]2)CCCC3)cc1C | 4% | -4% | ?
COc1cccc2c1OC[C@@H](CO)[C@H]2N(C)C(=O)Nc1ccc(Cl)cc1Cl | 3% | 3% | 13µM*
O=C(Nc1nc2ccc(Oc3ccccc3)cc2s1)c1cc([N+](=O)[O-])ccc1N1CCOCC1 | -8% | 8% | ?
CC(=O)Oc1ccc(-c2ccc(C(=O)NCCc3ccc(S(N)(=O)=O)cc3)cc2)cc1 | 0% | 3% | -24%
Cc1[nH]nc2c1/C(=N\O)CCC2 | -3% | 1% | 7%
COc1ccc(C2CC(c3ccc(C(F)(F)F)cc3)=NN2c2ccc(S(N)(=O)=O)cc2)cc1 (stereo unspecified) | nt | -30% | 18µM*
CN1C(=O)C(C)(C)c2cc(S(=O)(=O)NCC(=O)NCc3ccccc3)ccc21 | -1% | 1% | -22%
O=C(O)c1ccccc1C(=O)Nc1ccc(S(=O)(=O)Nc2nccs2)cc1 | -2% | -4% | 3%&10%
CN(CCc1ccccn1)C(=O)c1cccnc1Oc1ccccc1 | -3% | 5% | 1%
N#Cc1c(NC2CCCCC2)nc(-c2ccco2)c2c1CCCC2 | 1% | 0% | ?
C=CCN1C(=O)c2ccc(C(=O)N(CC)CC(=O)Nc3ccc(OC)cc3)cc2C1=O | -17% | -3% | 18%
O=C(CCS(=O)(=O)c1cccc2nonc12)Nc1ccc(F)cc1F | nt | -4% | -1%
CC(=O)N1CCCc2cc(S(=O)(=O)Nc3ccc(C)cc3C)ccc21 | 4% | -6% | -1%
O=C(c1ccccc1)c1ccc(C(=O)N2CCN(c3ccc(O)cc3)CC2)cc1 | nt | -8% | -27%
CCOc1ccc(C(NC(=O)c2ccco2)c2ccc(OC)c(OC)c2)cc1 (stereo unspecified) | 2% | 1% | 10%
NC(=O)c1cccnc1Oc1ccccc1 | 0% | 19% | 25%
COC(=O)[C@H](CCSC)NC(=O)NCc1ccc(S(N)(=O)=O)cc1 | 6% | 4% | 0%
CCCCOc1ccc(C2=CSC3=NCCN23)cc1[N+](=O)[O-] | -3% | 4% | ?
Cc1ccc(C)n1NC(=O)c1cccs1 | -7% | 0% | 1%
COc1cc(CNn2nnnc2N)ccc1OCc1c(Cl)cccc1Cl | -4% | 3% | -28%

Random excerpt: 2 entries already listed, in no set order.
SMILES | N370S GC mod | FEN1 inhibitor | TDP1 cell CPT
CC(=O)/C(=N/Nc1ccccc1Cl)Sc1nnc(C(O)c2ccccc2)n1-c1ccccc1 (stereo unspecified) | -2% | 1% | -11%
COc1ccc(/C=C2/C(=O)N(c3cccc(F)c3)N=C2C)c(OC)c1 | -2% | -4% | -7%

Next part
SMILES | N370S GC mod | FEN1 inhibitor | TDP1 cell CPT
Cc1noc(C)c1C(=O)Nc1cccc(S(=O)(=O)N2CCOCC2)c1 | nt | 1% | -13%
Cc1ccc(NC(=S)NC(=O)CC2CC(C)(C)OC2=O)cc1 (stereo unspecified) | 11% | -6% | -3%
CN(Cc1cnccn1)Cc1ccccc1OCC(O)CN1CCc2ccccc2C1 (stereo unspecified) | 1% | -5% | -26%
CCOCCn1c(COc2ccccc2)nc2ccccc21 | 4% | -9% | -15%
O=C(NNc1ccc([N+](=O)[O-])cc1[N+](=O)[O-])c1ccco1 | -14% | -11% | 15µM*
NNc1nc2c(Cl)c(Cl)ccc2s1 | 2% | ? | ?
Cc1cc(O)c(Sc2ccc(Cl)cc2)c(=O)[nH]1 | nt | 17% | ?
CCCOc1ccc(N2C(=O)CC(N3CCOCC3)C2=O)cc1 (stereo unspecified) | 5% | -4% | -11%
CCOC(=O)N1CCN(C(=O)COC(=O)c2oc3ccc(OC)cc3c2C)CC1 | 3% | -6% | -11%
CCc1ccc(C(=O)Nc2ccc(C)c(NS(C)(=O)=O)c2)cc1 | 4% | 13% | -2%
O=c1cc(-c2cccc([N+](=O)[O-])c2)[nH][nH]1 | -29% | -7% | 2%
CCc1ccc(C(=O)Nc2ccc3nc(C)ccc3c2)cc1 | -7% | -8% | ?
Cc1ccc(-n2c(Cn3cnc4ccccc43)nnc2SCC(=O)O)cc1 | 1% | -9% | -1%
Cn1c(CSc2ncccn2)nnc1SCC(=O)N1CCCC1 | 7% | 14% | -22%
COc1ccc(CCN(C)C(=S)NC(=O)c2ccc(F)cc2Cl)cc1OC | 0% | 3% | ?
Cc1cccc(NC(=O)CSc2nc(=O)n(CCCN3CCOCC3)c3c2CCCC3)c1 | -12% | 2% | 0%
Cn1c2c(c(=O)n(C)c1=O)C(c1ccc(O)cc1)Nc1ccccc1O2 (stereo unspecified) | ? | -3% | -1%
N=C1CCCN1CC(=O)c1ccc(Cl)cc1 | -3% | -7% | -10%
COc1cc(C)c(C)cc1S(=O)(=O)N1CCN(Cc2ccccc2)CC1 | 15% | -11% | -12%
COc1ccc(/C=N/OCc2ccc(Br)cc2)c(OC)c1 | -2% | -13% | -2%
CCOC(=O)C1=C(C)NC(SCC(N)=O)=C(C#N)C1c1ccncc1 (stereo unspecified) | 2% | 28%&5% | -14%&-6%
COC(=O)c1ccc2c(=O)n(CC3CCCO3)c(=S)[nH]c2c1 (stereo unspecified) | -1% | -5% | -3%
COc1ccccc1CNC(=O)c1ccccc1OC | 11% | -12% | -21%
O=C(Cn1cnc2c(NC(=O)OCc3ccccc3)ncnc21)NCc1ccccn1 | nt | 18% | -23%
COc1cc(C(c2sc3nc(C)nn3c2O)N2CCN(c3ccccc3)CC2)cc(OC)c1OC (stereo unspecified) | -8% | 10% | ?
O=C1Nc2ccccc2N(O)N1c1cc(-c2ccccc2)[nH]n1 | -9% | 16% | -4%
Cc1c(NC(=O)c2ccc(NS(=O)(=O)c3ccc(F)c(F)c3)cc2)c(=O)n(-c2ccccc2)n1C | nt | -14% | -1%
Nc1nc(C(F)(F)F)cc(=O)n1N | 8% | 4% | -20%
